From PubChem
MRP reversal = reversal of MRP1-mediated doxorubicin resistance, primary screen, H69AR cells, doxorubicin co-treatment | 85,000 tested, 0.04% active | differential viability (reversal), % at 10 µM | H69AR cells + 2 uM doxorubicin, CellTiter-Glo, 72 h;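 active = viability drop by adding the cancer drug above about 55%, with treated viability meeting a 40% cutoff, limit read from the data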;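 also: viability without doxorubicin minus viability with 2 µM doxorubicin for each compound; larger differential means the compound sensitizes cells more to doxorubicin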
IL1B NFkB pot = enhancers of NFkB p65 translocation in HUVEC – imaging, IL-1B stimulus, high-content imaging, primary screen | AID 819, 2007 | 94,000 tested, 0.3% active | activation, % at 2 µM | HUVEC IL-1B NFkB p65 nuclear translocation imaging;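 active = activation above 40%, about the mean plus 3 SD, also judged a hit on visual image review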;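 also: percent activation is computed from the nuclear over cytoplasmic p65 intensity ratio; values of inactives mirror those of a sister screen read the other way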
PLAP inhibition = PLAP enzyme inhibitors, biochemical, luminescence, HTS (AID 690); Alkaline phosphatase, placental type (Homo sapiens); purified PLAP, luminescent substrate; higher % means a stronger effect; one-dose inhibition, % at 20 µM; IC50 in µM for titrated hits; 96,000 tested, 0.08% active; in the data active = a potency from the dose series; inactive = the rest, 99 in 100 with inhibition below about 30%; also: strong numbers were not always called active
NFkB transloc inh = inhibitors of IL-1B driven NFkB p65 nuclear import, primary screen, imaging, HUVEC, IL-1B stimulus, high-content imaging | AID 796, 2007 | HUVEC IL-1B NFkB p65 nuclear translocation imaging | 94,000 tested, 0.43% active | inhibition, % at 2 µM;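 active = inhibition above about 30% together with a positive call from visual inspection of the well image, limit read from the data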;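 also: nuclear over cytoplasmic p65 intensity ratio measured by imaging; 0% = IL-1B stimulated DMSO wells and 100% = unstimulated DMSO wells; values of inactives mirror those of a sister screen read the other way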
Bcl-B TR3 displacers = displacers of TR3 peptide from Bcl-B, primary screen, selectivity assay for Bfl-1 inhibitor project, biochemical, fluorescence polarization | FP displacement of FITC-TR3 peptide from Bcl-B; higher % means a stronger effect | Bcl-2-like protein 10 (Homo sapiens) | displacement, % at 20 µM; hits with a dose series show IC50 in µM | AID 748, 2007 | 96,000 tested, 0.11% active;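 active = displacement above 50% at 20 µM plus a fluorescence interference ratio under 1.5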;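 also: plate controls were wells without compound for no effect and wells lacking Bcl-B protein for full effect; a part of the inactive calls stands beside numbers as strong as those of hits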
MRP reversal cytotoxicity = recorded beside MRP reversal, whose call it bears; viability, %; H69AR cells, CellTiter-Glo, 72 h; measured here: cytotoxicity without doxorubicin
MRP reversal with doxorubicin = also measured in MRP reversal; calls as there; viability, %; measured here: viability with 2 uM doxorubicin; active compounds read low
NFkB transloc inh cell count 2 µM = recorded beside NFkB transloc inh, whose call it bears; cell count; measured here: cells passing quality filter;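 raw number of nuclei counted in each imaged well without normalization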
IL1B NFkB pot cell count 2 µM = recorded beside IL1B NFkB pot, whose call it bears; cell count; measured here: cells passing quality filter
An asterisk follows results filed as active; x = not tested or not shown. Some of the compounds tested; the hit share may differ from the screen's.

SMILES	MRP reversal	MRP reversal cytotoxicity	MRP reversal with doxorubicin	IL1B NFkB pot	IL1B NFkB pot cell count 2 µM	PLAP inhibition	NFkB transloc inh	NFkB transloc inh cell count 2 µM	Bcl-B TR3 displacers
CCCCC1CCC(c2nc(-c3cccnc3)no2)CC1 (stereo unspecified)	-1	82	83	x	x	-34%	x	x	7%
C=C1CSc2nc(=O)c3c4c(sc3n21)CCC4	4	92	89	x	x	10%	x	x	-2%
Cc1ccc(Nc2nc(C(=O)NCc3ccco3)cs2)cc1	-18	68	86	-9	114	25%	9	114	4%
COc1ccc(Cl)cc1S(=O)(=O)N1CCN(Cc2ccc3c(c2)OCO3)CC1	-14	91	105	19	183	-44%	-19	183	0%
CCN(CC)Cc1c(O)ccc2c(C)c(CC(=O)OC)c(=O)oc12	5	106	101	10	66	3%	-10	66	-8%
Cn1c(SCc2nnc3n2CCCCC3)nc2ccccc21	7	92	85	15	98	-12%	-15	98	2%
COCCCNC(=O)CN1CCN(Cc2ccc(Cl)cc2)C1=O	2	98	96	30	187	-17%	-30	187	7%
CC(C)CC(NC(=O)OC(C)(C)C)C(=O)NC(C(=O)NC(C)C(N)=O)C(C)C (stereo unspecified)	-1	99	101	2	126	-21%	-2	126	-2%
COc1ccc(C(=O)Nc2cc(OC)c(NC(=O)c3ccco3)cc2OC)cc1	12	92	80	-6	166	-42%	6	166	-7%
COCC(=O)Nc1cc(C(=O)Nc2cccc(C)c2C)ccc1Cl	x	x	x	9	174	22%	-9	174	-3%
CCC(=O)Nc1ccc(C(=O)N/N=C/c2ccccc2[N+](=O)[O-])cc1	x	x	x	4	128	8%	-4	128	2%
CCCN1Cc2cccc(C(=O)NCc3cccs3)c2C1=O	-7	77	84	-6	168	12%	6	168	-3%
COc1ccc(C(=O)N2CC3(C)CC2CC(C)(C)C3)cc1OC (stereo unspecified)	10	89	79	-4	155	x	4	155	x
Cc1ccc2nc(/C(C#N)=C\c3cc(C)n(-c4cccc([N+](=O)[O-])c4)c3C)[nH]c2c1	-2	58	61	0	47	-55%	0	47	6%
CCn1c(SCC(=O)c2ccccc2)nnc1-c1ccoc1C	8	84	75	20	204	-17%	-20	204	-11%
COc1ccccc1C1N(c2ccc(F)cc2)C(=O)C2CCCN21 (stereo unspecified)	10	90	80	0	83	15%	0	83	-4%
COCCN1CN=C(Nc2nc3ccccc3s2)NC1	-5	86	90	0	126	-35%	0	126	-7%
COc1ccccc1N/C(=N/S(=O)(=O)c1ccc(Cl)cc1)c1ccccc1	x	x	x	7	116	-13%	-7	116	-2%
COc1ccc(-c2nnc(SCC(=O)Nc3ccc4c(c3)OCCO4)n2N)cc1OC	x	x	x	-1	175	13%	1	175	-4%
CCCCn1c(CNC(=O)Cc2ccccc2)nc2ccccc21	6	89	83	3	46	0%	-3	46	-2%
Cc1ccc(CC(=O)OCC(=O)NC2CCCC(C)C2C)cc1C (stereo unspecified)	9	106	97	1	174	-5%	-1	174	-10%
CC(C)OC(=O)c1cccnc1SCC(=O)N(C)c1ccccc1	1	91	90	14	175	-16%	-14	175	0%
COC(=O)c1cscc1NC(C)=O	x	x	x	11	165	-4%	-11	165	-3%
C=CCOc1nc(N2CCCC2)nc(N2CCCC2)n1	7	88	81	-1	182	0%	1	182	-12%
COc1cccc(C(=O)CSc2nnc(-c3cccs3)o2)c1	5	107	103	-3	159	x	3	159	x
CC1(C)CC(=O)C2=C(C1)OC(N)=C(C#N)C2CCc1ccccc1 (stereo unspecified)	2	85	82	11	99	x	-11	99	x
COc1ccc(CCNC(=O)NC2CCCCC2)cc1OC	-2	93	96	-1	162	2%	1	162	-7%
CCOC(=O)C1=C(Nc2cccc(Cl)c2)OCC1=O	x	x	x	18	181	4%	-18	181	-1%
CC(=O)c1c(C)[nH]c(C(=O)OCC(=O)NCCc2ccc(F)cc2)c1C	12	85	73	8	190	2%	-8	190	-5%
COc1ccccc1C(=O)Oc1ccc(C(C)C)cc1	-4	101	105	x	x	1%	x	x	3%
Cc1ccccc1-n1c(C)cc(/C=N/Nc2ccc([N+](=O)[O-])cn2)c1C	3	69	66	14	183	31%	-14	183	-22%
COc1cccc(OCCCOc2ccccc2C(C)C)c1	x	x	x	-1	144	-1%	1	144	-13%
CN(Cc1ccccc1)C(=O)[C@H]1CCC(=O)N1Cc1ccco1	7	89	81	0	92	-73%	0	92	-5%
COc1ccccc1-c1nnc2sc(COc3ccccc3)nn12	2	81	78	x	x	25%	x	x	0%
COc1ccc(C(=O)NC(=S)NCc2ccco2)cc1OC	x	x	x	-12	137	6%	12	137	-1%
COC(/C=C/Nc1ccc(Br)cc1)=C(C#N)C#N	x	x	x	1	166	0%	-1	166	-9%
CCn1c(SCC(=O)O)nnc1-c1ccccc1	9	84	75	10	114	-9%	-10	114	9%
CCCn1c2c(c(O)c(C(=O)Nc3ccccn3)c1=O)CCCC2	6	86	80	x	x	-15%	x	x	-6%
CC(C)C(=O)N(Cc1cc(=O)[nH]c2ccccc12)c1ccccc1	14	98	84	x	x	7%	x	x	-13%
CC(C)CN1C(=O)c2ccc(C(=O)Nc3ccncc3)cc2C1=O	8	93	85	x	x	10%	x	x	-12%
CC(C)n1cc(/C=C2/NC(=O)N(c3cccc(Cl)c3)C2=O)c2ccccc21	-15	18	33	-2	155	x	2	155	x
O=C(Nc1cccc(F)c1)C1CC(=O)N(c2ccc(Cl)cc2)C1 (stereo unspecified)	3	87	84	14	68	16%	-14	68	4%
COc1ccc(-c2nc(CSCC(=O)NC3CCCc4ccccc43)c(C)o2)cc1 (stereo unspecified)	-3	84	87	2	161	-54%	-2	161	-12%
N#CC1=C(SCC(=O)Nc2ccccc2)NC(=O)CC1c1ccc(O)cc1 (stereo unspecified)	1	73	72	-1	156	11%	1	156	5%
COc1ccc(C(=O)c2coc3ccc(O)c(CN4CCCC4)c23)cc1	-8	67	76	-8	161	12%	8	161	22%
Nc1nc(NCc2cccs2)nn1-c1ccccc1	-8	91	99	20	162	x	-20	162	x
Cc1cc(C)c(C)c(S(=O)(=O)NCc2ccco2)c1C	24	109	85	4	118	22%	-4	118	-6%
CCN(CC)c1ccc(NC(=O)CSc2nnc3nc(C)cc(C)n23)cc1	0	81	82	-14	156	-26%	14	156	-6%
CC(=O)NC(=O)COC(=O)/C=C/c1c(C)nn(Cc2c(Cl)cccc2Cl)c1Cl	-1	74	75	-3	90	-86%	3	90	-5%
CC(C)CCOc1cccc(OCC(=O)NC2CCS(=O)(=O)C2)c1 (stereo unspecified)	-10	92	102	24	106	-63%	-24	106	-1%
CC(C)Cc1cc(C(=O)Nc2cc(Br)ccc2O)no1	13	80	66	x	x	-26%	x	x	5%
O=C(Nc1ccc2c(c1)oc1ccccc12)c1ccc2c(c1)OCO2	-10	82	92	15	166	8%	-15	166	-18%
CCSc1ccccc1C(=O)NCc1ccco1	-20	77	97	1	91	24%	-1	91	18%
O=C(NCc1ccccc1)C(Cc1ccccc1)NS(=O)(=O)c1cccc2nsnc12 (stereo unspecified)	19	101	82	5	174	-20%	-4	174	6%
CCN(CC)S(=O)(=O)c1ccc2c(c1)c(=O)c(C(=O)N1CCc3ccccc3C1)cn2C	-3	89	92	x	x	-63%	x	x	-8%
O=C(NC(NC(=O)c1ccccc1)c1ccccc1)c1ccccc1	22	113	92	9	118	19%	-9	118	-6%
Cc1nc2ccccc2c(=O)n1NCc1cc(Br)cs1	-4	94	97	-2	85	10%	2	85	-4%
CN(C)S(=O)(=O)c1cccc(C(=O)Nc2ccc(Cl)cn2)c1	3	87	84	x	x	10%	x	x	1%
CO/N=C(/CS(=O)(=O)Cc1ccccc1Cl)c1ccc(Cl)cc1Cl	x	x	x	1	116	12%	-2	116	-3%
CCCC(=O)NCc1ccc2c(c1)cc(C)n2C	-4	104	108	29	135	-37%	-29	135	24%
Next structures follow:
SMILES	MRP reversal	MRP reversal cytotoxicity	MRP reversal with doxorubicin	IL1B NFkB pot	IL1B NFkB pot cell count 2 µM	PLAP inhibition	NFkB transloc inh	NFkB transloc inh cell count 2 µM	Bcl-B TR3 displacers
CCc1ccc(OCC(=O)N/N=C2\CC(=O)c3ccccc32)cc1	x	x	x	0	127	-144%	0	127	-14%
O=C(c1ccccc1)N(Cc1ccco1)C1CCS(=O)(=O)C1 (stereo unspecified)	2	95	93	12	65	-7%	-12	65	1%
Cc1cc(C)cc(NS(=O)(=O)c2ccc(NC(=S)NC(=O)c3ccc(Br)o3)cc2)c1	x	x	x	3	172	-45%	-3	172	-33%
O=C(Nc1nnc(C2CC2)o1)c1ccc(S(=O)(=O)N2CCCc3ccccc32)cc1	-19	18	38	-8	122	-151%	8	122	-10%
Nc1nc(-c2ccc(Cl)cc2)cc(C(F)(F)F)n1	9	101	93	-6	152	19%	6	152	3%
Brc1ccc(-c2nnc(-c3cccnc3)c3conc23)cc1	-11	79	91	33	105	x	-33	105	x
COc1ccc(CN=C(C)c2c(C(F)(F)F)[nH]n(-c3nc4ccccc4s3)c2=O)cc1	-10	13	22	8	175	13%	-8	175	0%
CCCCOC(=O)c1ccc(NC(=O)CSCc2n[nH]c(=O)[nH]2)cc1	-5	83	88	4	101	-115%	-4	101	11%
